# GSK3 alpha inh: human GSK-3 alpha kinase inhibition | P49840 | ADP-Glo luminescence, 60 min | inhibition, % at 10 µM | hit rate 0.1% among 320,000 | AID 2650;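 in the data active means inhibition above about 50%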;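 further: GST-tagged GSK-3 alpha with peptide substrate and 25 µM ATP; 0% = DMSO neutral wells and 100% = GW8510 positive control wells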
# Target sequence (P49840 whole entry, looked up): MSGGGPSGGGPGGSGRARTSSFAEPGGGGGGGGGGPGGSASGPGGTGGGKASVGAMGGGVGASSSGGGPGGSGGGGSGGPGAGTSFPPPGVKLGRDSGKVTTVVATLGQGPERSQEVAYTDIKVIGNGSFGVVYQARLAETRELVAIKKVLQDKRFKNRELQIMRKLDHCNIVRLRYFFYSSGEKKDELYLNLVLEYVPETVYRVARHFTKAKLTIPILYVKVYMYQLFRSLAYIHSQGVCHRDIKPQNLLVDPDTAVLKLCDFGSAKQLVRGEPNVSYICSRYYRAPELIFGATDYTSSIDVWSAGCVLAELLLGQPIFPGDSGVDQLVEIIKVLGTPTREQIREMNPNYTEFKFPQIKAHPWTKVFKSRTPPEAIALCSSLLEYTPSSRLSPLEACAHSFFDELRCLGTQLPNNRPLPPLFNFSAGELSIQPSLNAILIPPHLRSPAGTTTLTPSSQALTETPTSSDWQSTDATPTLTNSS
# * = called active by the depositor. Only part of the results is shown; rates above refer to the full screens.
SMILES,GSK3 alpha inh
CC(=O)c1c(C)[nH]c(C(=O)COC(=O)C2(C)CC2(Cl)Cl)c1C (stereo not drawn),-1
Cc1ccc([C@H]2C(C(=O)O)=C[C@@H](C(C)(C)C)N2S(=O)(=O)c2ccc(C)cc2)cc1,-4
COC(=O)C1CCN(C(=O)COC(=O)c2ccc(N3CCCC3=O)cc2)CC1,0
C[C@H](CO)N1C[C@H](C)[C@@H](CN(C)S(=O)(=O)c2cn(C)cn2)Oc2ccc(NC(=O)Nc3ccccc3)cc2C1=O,-1
O=C(COC(=O)/C=C/c1cccc(Br)c1)NC1CCCCCC1,-2
O=C(CCc1ccc(S(=O)(=O)N2CCOCC2)cc1)OCC(=O)c1ccc(Br)cc1,11
CCOC(=O)c1ccc(NC(=O)c2nc[nH]c2C(=O)NCCNC(=O)c2[nH]cnc2C(=O)Nc2ccc(C(=O)OCC)cc2)cc1,-1
C[C@@H]1CN([C@H](C)CO)C(=O)c2cc(NC(=O)Nc3ccc(F)cc3)ccc2O[C@H]1CN(C)C(=O)Nc1ccc(C(F)(F)F)cc1,1
Cc1c(Cl)cnc(NC(=O)COC(=O)c2cccs2)c1Cl,-4
CC(C)CCN1C(=O)c2ccc(C(=O)OCC(=O)N(CC(C)C)C3CCS(=O)(=O)C3)cc2C1=O (stereo not drawn),-2
O=C(O)c1cc(S(=O)(=O)N2CCCCC2)ccc1N1CCOCC1,-1
CNC(=O)c1ccc(-c2cc3onc(-c4ccccc4)c3c(=O)n2C)cc1,-2
COc1cc(OC)c(C(=O)OCC(=O)NC23CC4CC(CC(C4)C2)C3)cc1OC,-4
O=C(COC(=O)C1=COCCO1)Nc1cc(C(F)(F)F)ccc1Cl,7
CCCCN(C(=O)c1ccc(N2CCCC2=O)cc1)c1c(N)n(CCC)c(=O)[nH]c1=O,3
CCOc1ccc(S(=O)(=O)N2CCCCC2)cc1NC(=O)CCc1ccc(OC)cc1,-1
CN(CC(=O)Nc1ccc(F)cc1)C(=O)Cc1ccsc1,-2
CCc1ccccc1NC(=O)CN(C)C(=O)COC(=O)c1ccco1,-1
NC(=O)c1ccsc1NC(=O)CN1C(=O)NC2(CCCC2)C1=O,4
O=C(CNC(=O)c1ccc(Br)o1)NNC(=O)COc1ccccc1Cl,-1
CCOc1ccc(S(=O)(=O)NCCC(=O)NCc2ccc(OC)c(OC)c2)cc1,3
O=C(c1ccc(-c2ccccc2Cl)o1)N1CCCC(C(F)(F)F)C1 (stereo not drawn),4
COCc1ccc(-c2c(-c3ccsc3)oc(=O)c3cc(OC)c(OC)cc23)cc1,1
Cc1ccc([C@@H]2CC=C(C(=O)O)[C@H](c3cccc(Cl)c3)N2S(=O)(=O)c2ccc(C)cc2)cc1,-8
C=CCC[C@@H](Cc1ccc(F)cc1)C(=O)OC[C@H](Cc1c[nH]c2ccccc12)NC(=O)[C@@H](CC=C)CC(=O)N(CCO)Cc1ccccc1,-1
CN(CC(=O)OCC(=O)NC1CCCC1)S(=O)(=O)c1ccc(Cl)cc1,-1
O=C(COC(=O)c1cccnc1Cl)NCCc1ccc(F)cc1,-1
CN(Cc1ccccc1)C(=O)COC(=O)CCC(=O)c1ccc(Cl)cc1,-1
C[C@H]1CN(S(=O)(=O)c2c(F)cccc2F)CCN1S(=O)(=O)c1ccc2c(c1)OCCO2,-3
Cc1c(C(=O)NCc2ccccc2CN2CCCC2)oc2c(F)cccc12,1
CC(=O)c1cccc(NC(=O)c2ccc(OCc3c(C)noc3C)cc2)c1,17
COc1ccccc1C(=O)NCCC(=O)Nc1ccc(S(=O)(=O)N2CC(C)CC(C)C2)cc1 (stereo not drawn),-2
O=C(NCc1ccc(Cl)cc1)C1CCCN(C(=O)c2ccc(Cl)cc2)C1 (stereo not drawn),-5
CN(C(=O)c1ccc(N2CCCCC2)c([N+](=O)[O-])c1)C1CCS(=O)(=O)C1 (stereo not drawn),2
CC(=O)OC/C=C(\C)CCC=C(C)C,-1
COc1ccc([N+](=O)[O-])cc1NC(=O)C(C)OC(=O)Cc1ccc(OC)c(OC)c1 (stereo not drawn),0
COc1ccccc1NC(=O)c1ccc(S(=O)(=O)N(C)c2ccccc2OC)cc1,-2
Nc1ccn(CC(=O)N[C@H](CO)Cc2c[nH]c3ccccc23)c(=O)n1,-4
CN1CCN(S(=O)(=O)c2cccc(C(=O)Nc3sccc3C(N)=O)c2)CC1,3
CC(NC(=O)COC(=O)c1ccccc1O)C1CC2CCC1C2 (stereo not drawn),-2
O=S(=O)(c1ccc(SCc2ccccc2F)nc1)N1CCCC1,1
N#CCCCc1cc2ccccc2cn1,-2
O=c1c2c(O)cc(O)cc2oc2c(O)ccc(O[C@H]3O[C@@H](CO)[C@H](O)[C@@H](O)[C@@H]3O)c12,7
COc1ccccc1NS(=O)(=O)c1cccc(NC(=O)CCNC(=O)c2ccccc2OC)c1,13
O=C(CSc1nc(-c2ccccc2)cs1)NCCCN1CCCC1=O,-2
O=C(CC1SC(N2CCCCC2)=NC1=O)Nc1ccc(C(=O)NCc2ccccc2)cc1 (stereo not drawn),-3
O=C(Cn1cnc2c(OCc3ccccc3)ncnc21)NCc1nc2ccccc2[nH]1,-2
COc1ccc(NC(=O)c2cc(C)cc(C)c2)cc1S(=O)(=O)N1CCCCC1,1
COc1ccc(OCC(=O)Nc2ccc3c(c2)CCC3)cc1,-5
CS(=O)(=O)c1ccc(-c2sc3ccccc3c2C#CCCO)cc1,-3
O=C(C1CCN(S(=O)(=O)c2ccccc2)CC1)N1CCC1,-4
CCC(CO)Oc1cc(NCc2ccc(C(C)(C)C)cc2)c2ncn(C(C)C)c2c1 (stereo not drawn),-3
Cc1cccc(C(=O)NCC(=O)N2CCN(c3ccccn3)CC2)c1,-4
CC(C)COc1cccc(C(=O)N2CCN(C(=O)c3ccco3)CC2)c1,-3
CC(NS(=O)(=O)c1ccc2ccccc2c1)c1ccccn1 (stereo not drawn),-6
CCOc1ccccc1NC(=O)C(c1ccccc1)N1CCN(CC(=O)N2CCOCC2)CC1 (stereo not drawn),-5
O=C(CN1c2cccc3cccc(c23)S1(=O)=O)NC1CCCCC1,0
Cc1ccc(NC(=O)Cc2ccccc2)cc1S(=O)(=O)N1CCOCC1,0
CC[C@@]1(C(=O)OC)N[C@H](CN(C)C(=O)Nc2ccc(F)cc2)[C@@H]2C(=O)N(C)C(=O)[C@@H]21,-1
CCOc1ccc(COC(=O)C2CC(=O)N(CCc3ccccc3)C2)cc1OC (stereo not drawn),11
# New compounds follow
SMILES,GSK3 alpha inh
O=C(CN1C(=O)NC2(CCCCC2)C1=O)N1CCN(S(=O)(=O)c2ccc(Cl)s2)CC1,1
CCOC(=O)N1CCN(C(=O)COC(=O)c2cc(Cl)cc(Cl)c2)CC1,-4
CC(Oc1cccnc1[N+](=O)[O-])C(=O)N1CCc2ccccc21 (stereo not drawn),-1
C#CCOCCOCCOCCNc1nc(N2CCN(C(=O)CCCCCCCCCCNC(=O)[C@H](CO)n3cc(CCCSC)nn3)CC2)nc(N2CCN(C(=O)CCCCCCCCCCNC(=O)[C@@H]([C@H](C)O)n3cc(C)nn3)CC2)n1,1
O=C(CN1c2cccc3cccc(c23)S1(=O)=O)N1CCN(c2ccc(F)cc2)CC1,-41
CCN(C[C@H]1N[C@@](C)(C(=O)OC)[C@H]2C(=O)N(C)C(=O)[C@@H]12)S(=O)(=O)c1ccc(F)cc1,0
COc1ccc(S(=O)(=O)Nc2ccc3c(c2)C(=O)N([C@H](C)CO)C[C@H](C)[C@H](CN(C)Cc2ccc(C(=O)O)cc2)O3)cc1,-1
CCN1C(=O)C(=O)N(CC(=O)Nc2cccc(C(F)(F)F)c2)C1=O,-4
CCCCn1c(N)c(N(C)C(=O)c2cccc(-n3cnnn3)c2)c(=O)[nH]c1=O,1
O=C(CN1C(=O)C2CC=CCC2C1=O)N1CCN(S(=O)(=O)c2ccccc2)CC1 (stereo not drawn),-5
COc1ccc(OC)c(NC(=O)COC(=O)c2n[nH]c3ccccc23)c1,0
CC(=O)N1CCN(C(=O)C2CCN(S(=O)(=O)c3ccccc3C(F)(F)F)CC2)CC1,0
Cc1ccc(C)c(NC(=O)CN(C)C(=O)C2COc3ccccc3O2)c1 (stereo not drawn),-1
COc1ccc(S(=O)(=O)N2CCOCC2)cc1NC(=O)c1cccs1,-7
O=C(OCc1c(-c2ccccc2)ncc2ccccc12)c1ccc(Cl)cc1Cl,1
COc1ccc(NC(=O)CC2CC3CCC2C3)cc1S(=O)(=O)N1CCOCC1 (stereo not drawn),0
COc1ccc(NC(=O)CCOc2ccc(C)cc2)cc1S(=O)(=O)N1CCOCC1,0
N#C/C(=C\c1ccc(O)c(O)c1)C(=O)N1CCc2ccccc21,4
COc1ccc(-c2c(C#Cc3ccsc3)c3cc(-c4ccc5cc[nH]c5c4)ccc3n2C)cc1,-3
COc1cccc(/C=C/C(=O)OCC(=O)NC2CC2)c1OC,-3
CCCn1c(N)c(C(=O)CN(C)CC(=O)Nc2ccccc2CC)c(=O)[nH]c1=O,0
CNc1snc(C)c1C(=O)OCC(=O)N(C)Cc1ccccc1,-1
CN(Cc1ccccc1)C(=O)c1ccc(S(=O)(=O)N(C)c2ccccc2)cc1,-1
O=C(C[C@@H]1C/C=C/CC[C@@H](Cc2ccc(F)cc2)C(=O)O[C@H](c2ccccc2)CNC1=O)NCCO,-3
O=C(NC[C@H]1CCCO1)c1cccc2c1C(=O)c1ccc(-c3ccc(F)cc3OCc3ccccc3)cc1S2(=O)=O,-2
Cn1c(N)c(C(=O)COC(=O)/C=C/c2ccc(Cl)cc2Cl)c(=O)n(C)c1=O,1
CC(=O)c1ccc(S(=O)(=O)N2CCN(CC(=O)Nc3ccccc3C(=O)NC3CC3)CC2)cc1,4
Cc1ccccc1N1CCN(C(=O)[C@@H]2CCCN2C2=NS(=O)(=O)c3ccccc32)CC1,-1
Cc1cc(C(=O)COC(=O)c2ccc(NC(=O)CC#N)cc2)c(C)n1-c1ccc(OC(F)F)cc1,1
Nc1nc(SCC(=O)Nc2cc(Cl)ccc2Cl)n[nH]1,-4
CCOc1ccc(NC(=O)[C@@H]2CCCN2C(=O)c2cccs2)cc1S(=O)(=O)N1CCCCC1,4
Cc1ccccc1NC(=O)Cc1nc(CN(C)CC(=O)Nc2cccc(F)c2)cs1,-1
CC1(C)CC2CC(C)(CN2S(=O)(=O)c2ccccc2[N+](=O)[O-])C1 (stereo not drawn),-1
CC1CC(C)CN(C(=O)c2cccc(N3C(=O)c4ccccc4C3=O)c2)C1 (stereo not drawn),2
Cc1cccc(NS(=O)(=O)c2ccc3[nH]c(=O)oc3c2)c1C,-1
Cc1ccc(SCC(=O)Nc2cccc(S(=O)(=O)N3CCOCC3)c2)cc1C,-1
C[C@H]1COC(=O)[C@H](CC(=O)OC(C)(C)C)C/C=C\C[C@@H](CC(=O)N[C@@H](CO)Cc2ccccc2)C(=O)N1,0
Cc1ccccc1OCC(=O)N(Cc1nnc(-c2ccc(Cl)cc2)o1)C(C)C,-2
COc1ccc(OC)c(-c2csc(NC(=O)COC(=O)C3CCC3)n2)c1,8
Cc1ccc(S(=O)(=O)N2CCC[C@H]2C(=O)Nc2ccc(F)cc2C)cc1,-5
Cc1ccc(C2(C)NC(=O)N(CC(=O)N(C)CC(=O)Nc3cccc(F)c3)C2=O)cc1 (stereo not drawn),-2
CC(C)(C)c1ccc(NC(=O)COC(=O)c2ccc(CN3CCCC3=O)cc2)cc1,1
CCC(=O)c1ccc(OCC(=O)Nc2ccc(N3CCCCC3)cc2)cc1,-2
COc1ccc(OC)c(NC(=O)COC(=O)c2ccc(OC)c(S(=O)(=O)N3CCOCC3)c2)c1,0
COc1cccc(CNc2ccc(S(=O)(=O)N3CCCC3)cn2)c1,-1

# In a second layout: entries from further up.
canonical_smiles | GSK3 alpha inh
Cc1ccccc1N1CCN(C(=O)[C@@H]2CCCN2C2=NS(=O)(=O)c3ccccc32)CC1 | -1
Cc1cc(C(=O)COC(=O)c2ccc(NC(=O)CC#N)cc2)c(C)n1-c1ccc(OC(F)F)cc1 | 1
Nc1nc(SCC(=O)Nc2cc(Cl)ccc2Cl)n[nH]1 | -4
CCOc1ccc(NC(=O)[C@@H]2CCCN2C(=O)c2cccs2)cc1S(=O)(=O)N1CCCCC1 | 4
Cc1ccccc1NC(=O)Cc1nc(CN(C)CC(=O)Nc2cccc(F)c2)cs1 | -1
CC1(C)CC2CC(C)(CN2S(=O)(=O)c2ccccc2[N+](=O)[O-])C1 (stereo not drawn) | -1
CC1CC(C)CN(C(=O)c2cccc(N3C(=O)c4ccccc4C3=O)c2)C1 (stereo not drawn) | 2
Cc1cccc(NS(=O)(=O)c2ccc3[nH]c(=O)oc3c2)c1C | -1
Cc1ccc(SCC(=O)Nc2cccc(S(=O)(=O)N3CCOCC3)c2)cc1C | -1
C[C@H]1COC(=O)[C@H](CC(=O)OC(C)(C)C)C/C=C\C[C@@H](CC(=O)N[C@@H](CO)Cc2ccccc2)C(=O)N1 | 0
Cc1ccccc1OCC(=O)N(Cc1nnc(-c2ccc(Cl)cc2)o1)C(C)C | -2
COc1ccc(OC)c(-c2csc(NC(=O)COC(=O)C3CCC3)n2)c1 | 8
Cc1ccc(S(=O)(=O)N2CCC[C@H]2C(=O)Nc2ccc(F)cc2C)cc1 | -5
Cc1ccc(C2(C)NC(=O)N(CC(=O)N(C)CC(=O)Nc3cccc(F)c3)C2=O)cc1 (stereo not drawn) | -2
CC(C)(C)c1ccc(NC(=O)COC(=O)c2ccc(CN3CCCC3=O)cc2)cc1 | 1

# Other results follow:
SMILES,GSK3 alpha inh
CN(C)C(CNC(=O)c1ccc2[nH]c(=O)c(=O)[nH]c2c1)c1ccco1 (stereo not drawn),2
COc1cccc(-c2ccc3ncnc(NCc4ccc5c(c4)OCO5)c3c2)c1,-2
C[N+](C)(C)CCOC(=O)CCC(=O)OCC[N+](C)(C)C,-1
Cc1ccc2c(c1)C1CN(C)CCC1N2S(=O)(=O)c1ccccc1F (stereo not drawn),0
CCc1noc(C)c1C(=O)OCC(=O)c1ccc(NC(C)=O)cc1F,0
COc1ccc(NC(=O)COC(=O)CN2C(=O)C3CCCCC3C2=O)cc1OC (stereo not drawn),13
COc1ccc(CCNC(=O)COC(=O)c2ccccn2)cc1,-2
O=C(COC(=O)c1ccccc1Br)NC(=O)NCc1ccccc1,0
O=C(CCNC(=O)c1ccccc1Cl)NCCCSc1ccccc1,-3
O=C(COC(=O)c1ccc(O)cc1O)NC1CC1,20
C[C@H](CO)N1C[C@H](C)[C@@H](CN(C)Cc2ccncc2)Oc2c(cccc2N(C)C)C1=O,9

# Bioassay records from PubChem.
